D2 agonist = activates the human D2 dopamine receptor; HEK293 T-REx D2 cells, calcium flux agonist mode; activation, % at 2 µM; actives 0.53% (n = 340,000); P14416;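 active means activation over 3 SD above normal in the single-dose calcium agonist read, cut at about 30% in these data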; further: 0% is about no effect
Target sequence (P14416 whole entry, looked up): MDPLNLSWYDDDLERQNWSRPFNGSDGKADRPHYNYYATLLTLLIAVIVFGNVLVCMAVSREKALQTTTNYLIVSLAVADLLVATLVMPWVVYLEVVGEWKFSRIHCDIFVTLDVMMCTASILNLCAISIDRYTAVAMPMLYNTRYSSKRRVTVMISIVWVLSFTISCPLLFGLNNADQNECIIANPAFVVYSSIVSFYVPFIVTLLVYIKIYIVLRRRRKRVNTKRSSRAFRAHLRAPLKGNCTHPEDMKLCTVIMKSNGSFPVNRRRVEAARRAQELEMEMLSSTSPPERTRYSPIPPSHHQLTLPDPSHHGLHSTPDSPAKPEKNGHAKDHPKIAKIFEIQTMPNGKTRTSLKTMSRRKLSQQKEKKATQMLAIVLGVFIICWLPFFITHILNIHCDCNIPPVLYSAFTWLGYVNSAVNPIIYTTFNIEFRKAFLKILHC
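Tetracycline-induced HEK293 T-REx cells with force-coupled D2 receptor, plated overnight at 30 C, loaded with no-wash calcium dye. After a 10 s baseline, compound was pin-added and calcium flux read kinetically for 180 s; calcium rises flagged agonists.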
LDHA block = blocks human lactate dehydrogenase A | purified LDHA, NADH/diaphorase-resazurin fluorescence; active compounds read low | activity change, % (values are at about 110 or 230 µM) | actives 0.15% (n = 480,000) | AID 1347041; in the data active means activity change below about -30%; inconclusive means mostly about -25% to -30%;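 further: plate controls were DMSO wells for no effect and wells without enzyme for full effect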
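Enzyme activity of human lactate dehydrogenase 5 (2 nM; 0.06 mM NADH, 0.2 mM pyruvate, 5 min, RT) is measured via a resazurin/diaphorase fluorescence readout of residual NADH.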
12-LOX inh = ALOX12 (human) lipoxygenase inhibition | actives 1.1% (n = 580,000) | AID 1671190 | purified 12hLO, xylenol orange hydroperoxide absorbance | P18054 | Potency, µM (highest dose often 108 µM), inactives show at the top dose activity change, negative = inhibition, usual class: inhibitors; further: potency means the concentration at half of the fitted maximal effect; on the % scale 0 is the no-effect control and ±100 the full control effect
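Hydroperoxide product was detected by ferrous iron/xylenol orange as the 573 to 405 nm absorbance ratio. Arachidonic acid at 40 uM (final) was turned over for 30 min at room temperature by 150 nM human 12hLO, pH 7.0 Hepes buffer, after 15 min compound preincubation.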
RGS4 inhibitor = human RGS4 inhibition; P49798; actives 0.039% (n = 390,000); Transcreener GDP fluorescence polarization, RGS4-accelerated GTP hydrolysis; AID 504845; Potency, µM (doses to about 114 µM), for inactives: top-dose activity change, negative = inhibition, hits mostly inhibitors; further: potency means the concentration at half of the fitted maximal effect; on the % scale 0 is the no-effect control and ±100 the full control effect; nearly all actives have a fitted effect of over 75% in size; some results filed as inactive show a strong effect at the top dose
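MLSMR compounds (23 nl, pin-transferred) preincubated 10 min at room temperature with a 500nM (2x) first reagent, then RGS4 at 900nM (2x) plus Transcreener GDP mix added; fluorescence polarization (620/688 nm) read before and after 90 min at 30 °C.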
Vif-APOBEC3F blk = Vif-A3F binding inhibition; HeLa A3F-eYFP + Vif (tagged APOBEC3F with the HIV-1 protein that degrades it), YFP fluorescence increase; Potency, µM (highest dose often 46.1 µM), inactives show at the highest dose activity, negative = active; actives 0.2% (n = 390,000); AID 602313; further: potency means the concentration at half of the fitted maximal effect; % of control where 0% means no effect; nearly all actives have a fitted effect of over 65% in size
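HeLa cells stably expressing Vif plus C-terminally eYFP-tagged A3F were seeded, incubated overnight at 37 deg C, dosed with compound, incubated overnight again at 37 deg C. Yellow fluorescence (Ex 488/Em 500-530) reported blocked Vif-mediated A3F-eYFP degradation.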
ERG-DNA inh = blocks human ERG Ets domain binding to DNA; actives 0.028% (n = 370,000); Potency, µM (doses to about 76.9 µM), without a hit: top-dose FP activity, negative = inhibition, actives largely listed as inhibitors; P11308; fluorescence polarization, His-ERG Ets domain / labelled DNA; active means well fitted inhibition curve with a large enough effect in the polarisation, with a control signal flat; inconclusive means small, poorly fitted or top-dose-only effect, or effect the other way, or a change in a side signal; inactive means no such curve, though single readings can be large or run the other way; the % refers to the polarisation;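 further: polarization taken with two DNA probes labelled with fluorescein and Texas red; potency means the concentration at half of the fitted maximal effect; % of control where 0% means no effect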
Target sequence (P11308 whole entry, looked up, the tested form may be a part): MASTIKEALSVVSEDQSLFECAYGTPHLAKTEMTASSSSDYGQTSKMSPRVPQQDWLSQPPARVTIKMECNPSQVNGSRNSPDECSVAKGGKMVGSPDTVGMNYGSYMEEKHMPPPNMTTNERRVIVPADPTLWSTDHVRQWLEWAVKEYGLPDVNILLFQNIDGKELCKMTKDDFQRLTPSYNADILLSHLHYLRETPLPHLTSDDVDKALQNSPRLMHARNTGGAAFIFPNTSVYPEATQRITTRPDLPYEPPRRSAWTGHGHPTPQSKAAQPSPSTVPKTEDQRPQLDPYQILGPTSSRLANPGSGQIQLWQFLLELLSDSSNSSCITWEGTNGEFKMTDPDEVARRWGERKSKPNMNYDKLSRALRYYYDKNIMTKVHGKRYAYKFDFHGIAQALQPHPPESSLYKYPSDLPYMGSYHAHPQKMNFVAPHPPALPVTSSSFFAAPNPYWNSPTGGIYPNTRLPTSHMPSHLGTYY
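His-tagged ERG Ets domain (1 uM in the protein solution; 300mM KCl, 50mM Tris-HCl, 1mM EDTA, 1mM DTT, pH 7.5) received compound, then a probe mix of 5 nM fluorescein-DNA and 100nM Texas-615-DNA. Fluorescence polarization was read for both dyes.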
D2 antag = antagonizes the human D2 dopamine receptor. AID 485344. P14416. inhibition, % at 10 µM. actives 2% (n = 340,000). HEK293 TREx D2 cells, calcium flux, dopamine EC80; in the data active means inhibition above about 30%; further: 0% is about no effect
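Cells plated overnight at 30 C with tetracycline; no-wash calcium dye, 30–90 min RT; 10 s baseline; compound pinned; 180 s read; EC80 dopamine added; another 180 s read.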
Vif-A3G inh = blocks the Vif interaction with human APOBEC3G. Q9HC16. HeLa A3G-eYFP + Vif (tagged APOBEC3G with the HIV-1 protein that degrades it), YFP fluorescence, overnight. actives 0.076% (n = 410,000). AID 602310. Potency, µM (highest dose often 46.1 µM), without a hit: at the top dose activity, negative = active, usual class: inhibitors;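 further: potency means the concentration at half of the fitted maximal effect; on the % scale 0 is the no-effect control and ±100 the full control effect; nearly all actives have a fitted effect of over 60% in size; hits raise eYFP signal because A3G escapes Vif-driven loss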
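HeLa cells stably expressing Vif and C-terminally eYFP-tagged A3G, seeded overnight at 37 deg C, then exposed to compound by pintool overnight at 37 deg C. Rise in yellow fluorescence (Ex 488/Em 500-530, Acumen) marks blocked Vif-driven A3G degradation.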
GRP78 ERSR act = inducers of ER stress response in human glioma cells. AID 602332. actives 0.02% (n = 420,000). Potency, µM, inactives show at the top dose activation, hits mostly activators. U87-MG GRP78 promoter luciferase reporter, 16 h; further: potency means the concentration at half of the fitted maximal effect; series mostly up to about 76 µM; % of control where 0% means no effect; nearly all actives have a fitted effect of over 35% in size
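Stably transfected U87-MG human glioma cells carrying a GRP78-based luminescent sensor were seeded at 1000 cells/well, pin-dosed with compounds and incubated 16 h. Luciferase reagent was then added, and end-point luminescence was read after 10 min at room temperature.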
An asterisk follows results filed as active; ? = inconclusive; nt = no result given; & = joins results of further samples; [ ] = dose if it differs, or a comment. Unless noted, the call rests on the fitted dose curve; in most records, active means well fitted curve in the direction sought with a large enough effect; inconclusive means small, poorly fitted or top-dose-only effect, or another doubt; inactive means no such curve, though single readings can be large; an effect the other way counts as inactive or inconclusive. Some of the compounds tested; rates above refer to the full screens.

SMILES	D2 agonist	LDHA block	12-LOX inh	RGS4 inhibitor	Vif-APOBEC3F blk	ERG-DNA inh	D2 antag	Vif-A3G inh	GRP78 ERSR act
COc1ccc(NC(=O)Cn2c(=O)n(CC3CCCO3)c(=O)c3cc(OC)c(OC)cc32)c(OC)c1 (stereo not drawn)	-0.1	-14	-2%	1%	-2%	-4%	7	-1%	5%
Cc1cccc(NC(=S)NC(=O)CCc2ccccc2)c1	0.3	-2	?	-33%	0%	7%	1	-23%	12%
Cc1ccc(N2C(=O)CSC23C(=O)Nc2ccccc23)cc1 (stereo not drawn)	-0.3	-6	0%	10%	3%	-6%	17	1%	5%
CCC(C(=O)NC1CCCCC1)n1c(SCc2cccc(C)c2)nc2ccncc21 (stereo not drawn)	-1.9	-17&3	-6%&13%	5%&-8%	-11%&-6%	1%&6%	-1	4%&-1%	4%&1%
COc1ccc(O)c(/C=N/NS(=O)(=O)c2ccc(C)cc2)c1	0.2	-4	-16%	-5%	0%	-2%	-6	-6%	2%
Cc1cccc(CCNc2nc3ccccc3n3nnnc23)c1	nt	-4	-4%	-16%	-2%	-9%	nt	0%	-3%
O=C(NCc1ccccc1Cl)c1ccc2c(=O)n(CC3CCCO3)c(=S)[nH]c2c1 (stereo not drawn)	-2.9	-9	-5%	-12%	6%	7%	-4	0%	-1%
CC(C)CNS(=O)(=O)c1ccc(CCC(=O)N2CCCC2)cc1	-1.0	-1	-4%	12%	-9%	5%	9	-2%	-2%
Cc1cc2occ(CC(=O)NC3CCCc4ccccc43)c2cc1C (stereo not drawn)	nt	-7	1%	-4%	0%	7%	nt	0%	-2%
O=C(Cn1cc(C(=O)C(F)(F)F)c2ccccc21)Nc1ccccc1F	2.0	-2	?	10%	-4%	-6%	-18	-5%	-4%

SMILES	D2 agonist	LDHA block	12-LOX inh	RGS4 inhibitor	Vif-APOBEC3F blk	ERG-DNA inh	D2 antag	Vif-A3G inh	GRP78 ERSR act
O=c1c(Cc2ccc(F)cc2)c(O)ccn1Cc1ccc(Cl)cc1Cl	2.7	-2	149%[activator]	-32%	-4%	-4%	44*	1%	3%
CC1(C)CC(=O)CC2(C1)NCC(c1ccccc1)c1c2[nH]c2ccccc12 (stereo not drawn)	3.9	-6	-30%	1%	10%	2%	31*	0%	1%
Nc1cccnc1Oc1ccc(F)cc1	0.2	-12	40%	14%	13%	-4%	1	-7%	-8%
O=S(=O)(Nc1ccc(Br)cc1)c1ccc2nc(-c3ccccc3)[nH]c2c1	-0.4	-2	?	-11%	-20%	-1%	nt	-16%	0%
COc1ccc(C(O)c2nccn2C)cc1 (stereo not drawn)	0.4	-12	-7%	26%	-3%	nt	-4	1%	0%
Cc1cc(C)cc(N(C(=O)c2cc3ccccc3oc2=O)C2C=CS(=O)(=O)C2)c1 (stereo not drawn)	3.2	-5	23%	-6%	-6%	-6%	-8	0%	-7%
Cc1cccc(C)c1-n1ncc(C(=O)O)c1C1CCN(C(=O)OC(C)(C)C)CC1	-0.5	5	-20%	-5%	3%	8%	nt	-2%	1%
CCc1ccccc1NC(=O)c1ccc2c(c1)c(C)c(C)n2Cc1ccccc1	nt	-10	-6%	-26%	-12%	2%	nt	-17%	1%
Cc1cc(C)n2nc(CNS(=O)(=O)c3ccccc3)nc2n1	-0.7	-15	-24%	5%	2%	4%	nt	-3%	-4%
Cc1cc(Br)ccc1OCCn1ccnc1	0.3	-19	0%	9%	-3%	16%	5	-2%	-5%

SMILES	D2 agonist	LDHA block	12-LOX inh	RGS4 inhibitor	Vif-APOBEC3F blk	ERG-DNA inh	D2 antag	Vif-A3G inh	GRP78 ERSR act
COc1cc2nc(N(CCN(C)C)C(=O)c3ccc4ccccc4c3)sc2cc1OC	0.2	2	nt	12%[11.4 µM]	-6%	15%	-1	3%	-2%
COc1cccc(/C=C/C(=O)OCC(=O)Nc2cccc(S(=O)(=O)N3CCOCC3)c2)c1OC	0.7	-9	3%	5%	6%	5%	-12	3%	1%
O=C(c1ccc(Cl)c(S(=O)(=O)NCc2ccco2)c1)N1CCN(c2ccc(F)cc2)CC1	0.5	1	-5%	-12%[11.4 µM]	5%	-3%	1	2%	-7%
O=C(CSc1nnc(CNc2ccc(F)cc2)o1)c1ccccc1	0.0	0	-13%	-29%	-6%	-4%	3	-1%	1%
COc1cccc(C(=O)NCCSCc2c(F)cccc2Cl)c1	0.8	-3	?	?	-6%	-2%	12	-3%	1%
CC(C)(CC(=O)c1ccccc1)CC(=O)c1ccccc1	nt	-5	?	-22%	-3%	nt	nt	-4%	-7%
Cc1ccccc1NC(=O)CN1C(=O)S/C(=C\c2cccn2-c2cccc(C(=O)O)c2)C1=O	0.7	-5	67%[activator]	-7%	1%	-3%	6	3%	-2%
CCOc1ccccc1NC(=O)CCC(=O)Nc1ccccc1OCC	0.8	-3	0%	15%	nt	-7%	-15	0%	-5%
Cc1ccccc1CN1CCN(CC2CC2)CC1CCO (stereo not drawn)	0.4	-16	-18%	2%	3%	-14%	-3	-7%	-2%
Cc1cccc(N2CCN(C(=O)CCc3c(C)nc4c(c3C)c(=O)n(C)c(=O)n4C)CC2)c1C	0.0	-8	-5%	3%	-3%	-1%	nt	3%	-3%

SMILES	D2 agonist	LDHA block	12-LOX inh	RGS4 inhibitor	Vif-APOBEC3F blk	ERG-DNA inh	D2 antag	Vif-A3G inh	GRP78 ERSR act
COc1ccc(CCNC(=O)c2ccc3nc(-c4ccco4)c(-c4ccco4)nc3c2)cc1OC	6.0	7	nt	?	nt	-13%	-6	-7%	-6%
CC(C)(C)C(=O)Nc1cc2nn(-c3ccccc3)nc2cc1Cl	-0.5	17&-1	-12%&-16%	-31%	-4%	0%	-10	-7%	2%
O=C(O)c1cccc(S(=O)(=O)N2CCN(c3ccccn3)CC2)c1	-0.9	-4	0%	39%	-17%	-7%	9	1%	-3%
COc1cc(Cl)c(C)cc1NC(=O)CN1CCN(C(=O)c2cccs2)CC1	nt	2	5%	nt	-8%	nt	nt	-5%	-5%
CCc1nnc(N2C(=O)c3cccc4cccc(c34)C2=O)s1	0.0	2	137%[activator]	7%	-12%	-3%	-4	3%	0%
Cc1ccc(N2C(=O)CSC23C(=O)Nc2ccccc23)cc1F (stereo not drawn)	-0.2	-10	-24%	14%	-8%	2%	nt	-9%	-3%
O=C(O)/C=C/C(=O)NNC(=O)c1ccccc1Br	-0.5	-5	2%	8%	-5%	-1%	11	0%	1%
Cc1nc(SCC(=O)NC2CCCC2)[nH]c(=O)c1Cc1ccccc1	0.2	-2	12%	-12%	1%	nt	-12	-8%	-3%
COc1cc(SC)ccc1C(=O)N1CCN(c2ccccc2F)CC1	9.6	-9	13%	-28%	3%	-1%	7	-6%	-5%
COc1cccc(NC(=O)C2(C)CCN2C(=O)Cc2ccc(-c3ccccc3)cc2)c1 (stereo not drawn)	nt	-4	-41%	nt	nt	nt	nt	2%	-1%

SMILES	D2 agonist	LDHA block	12-LOX inh	RGS4 inhibitor	Vif-APOBEC3F blk	ERG-DNA inh	D2 antag	Vif-A3G inh	GRP78 ERSR act
Cc1cc(C=NCCCO)c(C)n1-c1cc(Cl)ccc1Cl	-1.2	-9	13%	12%	-10%	5%	-10	-1%	0%
COC(=O)c1ccc(C(=O)OC)c(NC(=S)N2CCC(C(N)=O)CC2)c1	nt	-5	-7%	-7%	4%	-5%	nt	5%	-2%
Cn1c(-c2ccccc2)c(/C=N/NC(=O)c2ccc(O)cc2)c2ccccc21	0.5	-1	17%	9%	1%	5%	6	-4%	4%
CC(C)CCNC(=O)c1ccc(NC(=O)C2=CSCCO2)cc1	-1.1	-5	-5%	-29%	10%	-4%	3	0%	1%
Cc1ccc(NC(=O)CN(C)C(=O)COC(=O)C2=COCCO2)cc1	0.7	-1	-1%	-5%	2%	5%	-4	1%	-4%
N#Cc1nc(-c2cccc(Cl)c2)oc1N1CCC(C(N)=O)CC1	0.6	-3	-13%	-25%	3%	4%	12	1%	-5%
CC(=O)NC1C(OCCOc2ccc(Cl)cc2Cl)OC(COC(C)=O)C(OC(C)=O)C1OC(C)=O (stereo not drawn)	-0.3	-9	-53%	0%[11.4 µM]	2%	1%	6	-3%	-2%
COc1cc(OC)cc(C(=O)NC(=S)NCCc2ccccc2)c1	-0.6	-3	?	-29%	0%	-7%	-8	1%	-4%
CN(C(=O)c1cccc(NC(=O)Cc2ccc(NC(=O)C3CCN(C(=O)C4CC4)CC3)cc2)c1)C1CC1	nt	-13	?	15%	-4%	5%	nt	0%	-3%
Cc1cc(C)c2[nH]c(C(=O)Nc3ccc4c(c3)OCO4)cc2c1	-0.2	0	?	-12%	-12%	3%	26	0%	-3%
COC(=O)CCC(=O)Nc1cccc(Br)c1	2.0	1	-8%	2%	-15%	-10%	-4	-1%	-2%
